Source: PubChem (several laboratories)
KCNQ1 block = blocks the human KCNQ1 potassium channel; P51787; CHO-K1 KCNQ1, FluxOR thallium flux fluorescence; stronger effect = higher value; B-score at 10 µM; hit rate 1.3% among 310,000; AID 2642;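 active means compounds whose thallium flux B-score, printed positive for inhibition, exceeds three library SD while starting fluorescence stays within three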;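 further: channel opened by potassium depolarization with thallium stimulus after 20 min compound exposure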
Target sequence (P51787 whole entry, looked up): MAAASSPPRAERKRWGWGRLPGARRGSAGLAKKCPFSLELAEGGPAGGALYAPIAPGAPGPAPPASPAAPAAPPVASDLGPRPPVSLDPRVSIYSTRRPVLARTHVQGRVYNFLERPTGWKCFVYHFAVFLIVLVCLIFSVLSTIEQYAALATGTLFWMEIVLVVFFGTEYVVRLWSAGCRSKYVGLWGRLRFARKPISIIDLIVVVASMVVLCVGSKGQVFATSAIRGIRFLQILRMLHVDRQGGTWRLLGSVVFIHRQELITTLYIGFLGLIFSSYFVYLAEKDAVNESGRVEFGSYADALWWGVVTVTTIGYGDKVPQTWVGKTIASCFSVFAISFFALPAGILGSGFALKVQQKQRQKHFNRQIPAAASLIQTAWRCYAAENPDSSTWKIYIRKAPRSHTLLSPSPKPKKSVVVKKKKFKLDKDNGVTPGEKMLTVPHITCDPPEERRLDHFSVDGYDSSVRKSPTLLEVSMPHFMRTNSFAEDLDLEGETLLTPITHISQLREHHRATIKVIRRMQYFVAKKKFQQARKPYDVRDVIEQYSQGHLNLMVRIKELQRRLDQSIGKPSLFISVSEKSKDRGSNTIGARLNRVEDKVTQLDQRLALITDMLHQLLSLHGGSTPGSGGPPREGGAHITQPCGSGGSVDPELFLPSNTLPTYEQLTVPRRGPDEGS
TMEM16A inh = blocks the mouse calcium-activated chloride channel TMEM16A. HEK293 TMEM16A/YFP iodide influx fluorescence, ionomycin. normalized B-score (activity score, 25-100; higher = stronger inhibition) at 10 µM. hit rate 1.2% among 310,000;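 active means ratio plate-corrected score three or more library SD toward inhibition, starting fluorescence score within five deviations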;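 further: score derived from kinetic fluorescence span divided by baseline fluorescence per well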
DYRK1A inh = inhibitors of rat Dyrk1A kinase; Q63470; ADP-Glo luminescence, NFATc1 peptide; inhibition, % at 12.5 µM; hit rate 0.43% among 310,000; AID 504441; in the data active means inhibition above about 50%;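 further: plate controls were vehicle with enzyme for no effect and no enzyme for full effect; many of its hits are not listed in these tables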
TMEM16A act = activators or potentiators of mouse TMEM16A chloride channel; Q8BHY3; HEK293 TMEM16A/YFP-H148Q/I152L, iodide quench fluorescence; stronger effect = lower value; B-score at 10 µM; hit rate 0.3% among 340,000; AID 623877;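 active means fluorescence-ratio B-score plate-corrected deviation score at least 3 library SD below zero, with starting fluorescence score within 5 deviations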;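 further: channel opened by trigger with iodide after compound preincubation; score built on the fluorescence ratio of max minus min over baseline; more negative score means more quench and so TMEM16A activation or potentiation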
HDAC3 inhib = blocks human histone deacetylase 3. O15379. recombinant HDAC3, fluorogenic peptide/trypsin coupled, fluorescence. inhibition, % at 8.3 µM. hit rate 0.15% among 320,000; in the data active means inhibition above about 26%, passing the limit was not always enough
KCNK3 block = human KCNK3 channel inhibition, primary screen; O14649; CHO-KCNK3 thallium flux, FluxOR fluorescence; stronger effect = lower value; B-score at 10 µM; hit rate 0.84% among 340,000; AID 602410;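 active means B-score under library mean minus 4 SD, starting fluorescence ratio at most library mean plus 5 SD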;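 further: more negative B-score means stronger inhibition of thallium flux through KCNK3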
Target sequence (O14649 whole entry, looked up): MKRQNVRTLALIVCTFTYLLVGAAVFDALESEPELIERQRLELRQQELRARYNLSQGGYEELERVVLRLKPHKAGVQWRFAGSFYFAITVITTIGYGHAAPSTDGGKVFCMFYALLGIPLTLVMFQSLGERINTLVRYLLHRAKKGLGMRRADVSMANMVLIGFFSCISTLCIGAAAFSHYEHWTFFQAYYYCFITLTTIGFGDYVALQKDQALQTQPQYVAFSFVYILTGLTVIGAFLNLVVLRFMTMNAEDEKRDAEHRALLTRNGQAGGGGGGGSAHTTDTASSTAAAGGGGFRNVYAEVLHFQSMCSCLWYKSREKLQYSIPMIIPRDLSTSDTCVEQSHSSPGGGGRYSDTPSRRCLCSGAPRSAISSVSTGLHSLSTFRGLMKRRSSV
TRPC4 potent = TRPC4 (mouse) allosteric potentiation. B-score at 10 µM. hit rate 0.42% among 310,000. AID 2227. Q9QUQ5. HEK293 TRPC4beta/mu-opioid, DAMGO EC20, Fluo-4 Ca2+ flux; stronger effect = higher value;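 active means B-score of calcium response area above 5 SD of library B-scores, with initial fluorescence ratio within 5 SD of library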;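 further: B-score of integrated fluorescence ratio over time as area under calcium response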
KCNQ1 pot = potentiates or activates the human KCNQ1 potassium channel. AID 2648. P51787. hit rate 0.35% among 310,000. B-score at 10 µM. CHO-K1 KCNQ1, thallium flux FluxOR fluorescence; stronger effect = higher value;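 active means fluorescence ratio B-score, a plate-corrected score, at least three library SD, with initial intensity B-score within 5 SD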
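System: CHO-K1 cells stably expressing KCNQ1 / Medium: assay buffer for compound exposure, DMSO matched across wells / Reagent: thallium- and potassium-containing depolarizing buffer / Compound: one concentration, matched DMSO / Incubation: 20 min compound pretreatment at room temperature / Measured by: kinetic FluxOR fluorescence, 10 s baseline plus 110 s post-stimulus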
KCNK9 block = blocks the human KCNK9 two-pore domain potassium channel | AID 488922 | hit rate 1.2% among 310,000 | Q9NPC2 | B-score at 10 µM | HEK293 KCNK9, FluxOR thallium flux fluorescence; stronger effect = lower value;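 active means ratio B-score over 3 SD below the library mean, with starting fluorescence within 5 SD of its mean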;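 further: negative B-score means less thallium flux so channel inhibition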
hERG protect = hERG (human) protection from proarrhythmic block. activation (rescue from dofetilide block), less the hit threshold, % at 10 µM. hit rate 0.51% among 310,000. CHO-hERG, FluxOR thallium flux, dofetilide IC70 present;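 active means activation above the mean of controls blocked by dofetilide plus 5 SD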;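 further: thallium influx through hERG after potassium depolarization seen as dye fluorescence rise; in these data hits start at about 4.7%; inactives centre near -7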
TRPC4 agonist = activators of mouse TRPC4 channel; Q9QUQ5; HEK293 TRPC4beta/mu-opioid, Fluo4 calcium fluorescence; stronger effect = higher value; B-score at 10 µM; hit rate 0.49% among 310,000; AID 2237;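 active means B-score above 5 SD of library B-scores, and initial fluorescence ratio not above library mean plus 5 SD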;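 further: positive B-score marks a calcium rise read as TRPC4 activation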
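System: HEK293 cells stably co-expressing mouse TRPC4beta and mu-opioid receptor; Schedule: Fluo4 dye loading 45 min at room temperature, 110 s recording; Detection: Fluo4 fluorescence, kinetic; Evaluation: B-scored integrated calcium fluorescence ratio; Controls: buffer (low) and maximal DAMGO (high).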
* marks the source's active call; other numbers are inactive results; i = inactive; . = no result given; & = joins results of further samples. Only part of the results is shown; count on the stated rates, not on these rows.

SMILES | KCNQ1 block | TMEM16A inh | DYRK1A inh | TMEM16A act | HDAC3 inhib | KCNK3 block | TRPC4 potent | KCNQ1 pot | KCNK9 block | hERG protect | TRPC4 agonist
COC(=O)C(O)(c1ccc(N(C)C(=O)c2cccs2)cc1)C(F)(F)F (centres undefined) | i | i | 2 | i | 2 | i | i | i | i | -6 | i
O=C1N(c2ccccc2)C(c2cccnc2)N2CCCN12 (centres undefined) | i | i | 6 | i | -5 | i | i | i | i | -12 | i
CCCCN(Cc1ccccc1)C1CCN(CCc2ccccc2)CC1 | i | i | -2 | i | -2 | i | i | i | i | -8 | i
C=CCn1c(O)c(/C=N/N2CCOCC2)c(=O)[nH]c1=S | i | i | 3 | i | 8 | i | i | i | i | -21 | i
O=C1NC(=O)N(Cc2ccco2)C(=O)/C1=C/C=C/c1ccco1 | i | i | 2 | i | 20 | i | i | i | i | -5 | i
CCc1cccc(CC)c1NC(=S)N1CC2CC(C1)c1cccc(=O)n1C2 (centres undefined) | i | i | -1 | i | -3 | i | i | i | i | -6 | i
COc1ccc(Br)cc1CN1CCN(C(=O)Cc2ccccc2)CC1 | i | i | 10 | i | 3 | i | i | i | i | -3 | i
CN1CCc2c([nH]c3ccccc23)C1 | i | i | 9 | i | 1 | i | i | i | i | -5 | i
O=C(CN1C(=O)COc2ccccc21)N1CCC2(CC1)OCCO2 | i | i | -11 | i | -4 | i | i | i | i | -8 | i
Cc1onc(-c2c(Cl)cccc2Cl)c1C(=O)Nc1ccc2c(C(F)(F)F)cc(=O)oc2c1 | i | i | -6 | i | -12 | i | i | i | i | -9 | i
CN(C)CP(=O)(Nc1ccccc1)N(C)C (centres undefined) | i | i | 5 | i | -3 | i | i | i | i | -10 | i
COC(=O)[C@@H](N)CCCN=C(N)N[N+](=O)[O-] | i | i | 5 | i | -14 | i | i | i | i | -3 | i
C[C@]12CC[C@H](OS(=O)(=O)O)CC1=CC[C@@H]1[C@@H]2CC[C@]2(C)C(=O)CC[C@@H]12 | i | i | -3&3&3 | i | -4&-1 | i | i | i | i | -4&-6 | i
CC(Cc1ccccc1)NCC(=O)Nc1cc(N(C)C)nc2ccccc12 (centres undefined) | i | i | 5 | i | -1 | i | i | i | i | -16 | i
OC1CCCCC1N1CCC(c2ccccc2)CC1 (centres undefined) | i | i | 1 | i | 1 | i | i | i | i | -4 | i
COc1ccc(C=O)cc1O | i | i | -6 | i | -2 | i | i | i | i | -9 | i
Cc1c(NP(=O)(C(C)(C)C)C(C)(C)C)c(=O)n(-c2ccccc2)n1C | i | i | 3 | i | 5 | i | i | i | i | -7 | i
COc1cc2[nH]c(=O)n(-c3cccc(Cl)c3)c(=O)c2cc1OC | i | i | -1 | i | -1 | i | i | i | i | -3 | i
O=C1NC(=O)[C@]2(Cc3ccccc3N3CCN(c4ccccc4)CC32)C(=O)N1Cc1ccccc1 (some centres undefined) | i | i | -10 | i | 3 | i | i | i | i | -11 | i
Cc1cc(/C=C2/C(=O)NC(=O)N(Cc3ccco3)C2=O)c(C)n1-c1ccccc1 | i | i | -2 | i | 4 | i | i | i | i | -7 | i

Whole records from above. Values in the order: KCNQ1 block	TMEM16A inh	DYRK1A inh	TMEM16A act	HDAC3 inhib	KCNK3 block	TRPC4 potent	KCNQ1 pot	KCNK9 block	hERG protect	TRPC4 agonist
OC1CCCCC1N1CCC(c2ccccc2)CC1 (centres undefined) as listed: i	i	1	i	1	i	i	i	i	-4	i
COc1ccc(C=O)cc1O as listed: i	i	-6	i	-2	i	i	i	i	-9	i
COC(=O)[C@@H](N)CCCN=C(N)N[N+](=O)[O-] as listed: i	i	5	i	-14	i	i	i	i	-3	i
COC(=O)C(O)(c1ccc(N(C)C(=O)c2cccs2)cc1)C(F)(F)F (centres undefined) as listed: i	i	2	i	2	i	i	i	i	-6	i
Cc1c(NP(=O)(C(C)(C)C)C(C)(C)C)c(=O)n(-c2ccccc2)n1C as listed: i	i	3	i	5	i	i	i	i	-7	i

Going on with the list:
SMILES | KCNQ1 block | TMEM16A inh | DYRK1A inh | TMEM16A act | HDAC3 inhib | KCNK3 block | TRPC4 potent | KCNQ1 pot | KCNK9 block | hERG protect | TRPC4 agonist
O=C1NC(=S)N(c2ccc(F)cc2)C(=O)/C1=C/c1ccco1 | i | i | . | . | -5 | . | i | i | i | 3 | i
CC(C)n1c(=O)c(C=Nc2ccc(Br)cc2)c(O)n(Cc2ccco2)c1=O | i | i | 3 | i | 0 | i | i | i | i | -10 | i
O=C(O)C1CSC(c2cccnc2)N1 (centres undefined) | i | i | 1 | i | 1 | i | i | i | i | -2 | i
CCOC(=O)c1[nH]c2ccc(OC)cc2c1C(SCC(=O)O)c1ccc(C(F)(F)F)cc1 (centres undefined) | i | i | -6 | i | -12 | i | i | i | i | -5 | i
Cn1c(O)c(C=Nc2ccc(Cl)cc2)c(=O)n(C)c1=O | i | i | 11 | i | 2 | i | i | i | i | -8 | i
c1ccc(NC2=NCCCS2)cc1 | i | i | -2 | i | 2 | i | i | i | i | -4 | i
COc1ccc(-n2c(O)c(C=NCCN(C)C)c(=O)[nH]c2=O)cc1 | i | i | 15 | i | 1 | i | i | i | i | -8 | i
CC(C)(C)n1cccc1/C=C1\C(=O)NC(=O)N(c2ccccc2)C1=O | i | i | 1 | i | 0 | i | i | i | i | -12 | i
c1ccc2c(CN3CCCCCCC3)c[nH]c2c1 | i | i | 3 | i | -2 | i | i | i | i | -7 | i
Cc1cc(NC(=O)COC(=O)c2c(C)nn(Cc3ccccc3)c2Cl)no1 | i | i | -1 | i | -8 | i | i | i | i | -16 | i
NC(=O)CN1CCCC1=O | i | i | -2 | i | -8 | i | i | i | i | -2 | i
Cc1cc(/C=C2\C(=O)NC(=O)N(c3ccc(F)cc3)C2=O)c(C)n1-c1ccc(C(=O)O)cc1 | i | i | -6 | i | 11 | i | i | i | i | -4 | i
Cc1ccc(N2C(=O)CC(=O)NC2=O)cc1 | i | i | 6 | i | 2 | i | i | i | i | -6 | i
COc1ccc2nc(/N=C/c3c(O)n(-c4cccc(Cl)c4)c(=O)[nH]c3=O)sc2c1 | i | i | -1 | i | 2 | i | i | i | i | -4 | i
O=C(CSC1c2ccccc2-c2ccccc21)N/N=C/c1ccccc1C(=O)O | i | i | 2 | i | 2 | i | i | i | i | -4 | i
c1ccc2c(CN3CCN(C4CCCCC4)CC3)c[nH]c2c1 | i | i | -4 | i | 4 | i | i | i | i | -2 | i
O=C(c1cccc(C(F)(F)F)c1)C1CCCN(Cc2ncc[nH]2)C1 (centres undefined) | i | i | -1 | i | -3 | i | i | i | i | -5 | i
CN(CCc1ccccc1)Cc1c[nH]c2ccccc12 | i | i | 3 | i | 1 | i | i | i | i | -3 | i
C=C[C@H]1CN2CC[C@H]1C[C@H]2[C@H](O)c1ccnc2ccccc12 | . | i | 3 | i | 2 | i | . | . | . | . | .
CN1C(=O)CC(c2ccccc2)Nc2ccccc21 (centres undefined) | i | i | 2 | i | -5 | i | i | i | i | -14 | i

Quoted at random: 2 records from the list.
SMILES | KCNQ1 block | TMEM16A inh | DYRK1A inh | TMEM16A act | HDAC3 inhib | KCNK3 block | TRPC4 potent | KCNQ1 pot | KCNK9 block | hERG protect | TRPC4 agonist
Cc1cc(/C=C2\C(=O)NC(=O)N(c3ccc(F)cc3)C2=O)c(C)n1-c1ccc(C(=O)O)cc1 | i | i | -6 | i | 11 | i | i | i | i | -4 | i
c1ccc(NC2=NCCCS2)cc1 | i | i | -2 | i | 2 | i | i | i | i | -4 | i

Remaining list, next part
SMILES | KCNQ1 block | TMEM16A inh | DYRK1A inh | TMEM16A act | HDAC3 inhib | KCNK3 block | TRPC4 potent | KCNQ1 pot | KCNK9 block | hERG protect | TRPC4 agonist
Cc1ccccc1Cc1c(C)nc2nc(SCC(=O)N3CCC4(CC3)OCCO4)nn2c1C | i | i | -6 | i | 4 | i | i | i | i | -21 | i
C[N+]1(C)C2CC(OC(=O)[C@H](CO)c3ccccc3)CC1C1OC12 (some centres undefined) | . | i | -2 | i | 3 | i | . | . | . | . | .
O=c1[nH]c(=O)n(Cc2ccccc2)c(O)c1C=NCCN1CCNCC1 | i | i | 2 | i | 2 | i | i | i | i | -2 | i
CN1C(=O)C(=Cc2ccc(N3CCOCC3)c([N+](=O)[O-])c2)C(=O)N(C)C1=O | i | i | . | . | -2 | . | i | i | i | -16 | i
O=c1ccc2cc(OC3O[C@H](CO)[C@@H](O)[C@H](O)[C@H]3O)c(O)cc2o1 (some centres undefined) | . | i | 8 | i | -424 | i | . | . | . | . | .
O=C1CN=C(c2ccccc2)c2ccccc2N1Cc1ccc(C(F)(F)F)cc1 | i | i | 3 | i | 2 | i | i | i | i | -9 | i
Cc1nccc2c1[nH]c1ccccc12 | i | i | 76* | i | -96 | i | i | i | i | -5 | i
CCOP(=O)(C#Cc1ccccc1)C(O)c1ccc(Br)cc1 (centres undefined) | i | i | 8 | i | 7 | i | i | i | i | -9 | i
CCOP(=O)(OCC)C(NC(=O)c1ccccc1C)C(Cl)(Cl)Cl (centres undefined) | i | i | -5 | i | -2 | i | i | i | i | -4 | i
CN(C)CCSC1c2ccccc2CSc2ccccc21 (centres undefined) | i | i | . | i | 0 | i | i | i | i | -10 | i
O=C(O)C(O)(c1ccccc1)C1CCCC1 (centres undefined) | i | i | -13 | i | -2 | i | i | i | i | -9 | i
CC(Cc1ccccc1)[n+]1cc(/N=C(\N)[O-])on1 (centres undefined) | i | i | 5 | i | 3 | i | i | i | i | -5 | i
CC(=O)N1CC(=O)Nc2ccc(Cl)cc2C1c1ccc(F)cc1 (centres undefined) | i | i | -9 | i | 9 | i | i | i | i | -12 | i
O=c1c2ccccc2nc(/C=C/c2ccc(O)cc2)n1-c1cccc(O)c1 | i | i | -4 | i | -9 | i | i | i | i | 0 | i
COc1ccc(S(=O)(=O)N2CC3CC(C2)c2cccc(=O)n2C3)cc1 (centres undefined) | i | i | -1 | i | -3 | i | i | i | i | -7 | i
O=C(O)CC[N+](=O)[O-] | i | i | 8 | i | 2 | i | i | i | i | -5 | i
O=S(=O)(c1ccc(F)cc1)N1CCCCC1c1cccnc1 (centres undefined) | i | i | -4 | i | -6 | i | i | i | i | -6 | i
O=C(O)c1cn(Cc2ccccc2)nc1-c1ccccc1 | i | i | -4 | i | 2 | i | i | i | i | -2 | i
CC1=C2C(=O)C3C(CC=C4CC(OC5OC(O)C(O)C(O)C5CO)CCC43C)C2CCC12OC1CC(C)CNC1C2C (centres undefined) | i | i | 12 | i | -1 | i | i | i | i | -14 | i
COc1ccccc1OCC#CCN1CCCCCC1 | i | i | . | i | 1 | i | i | i | i | -7 | i
